HSF1 activator: increases HSF-1 driven luciferase reporter signal; activation, % at 9 µM; 300,000 compounds, 1.7% hits; NIH3T3-HGL HSF-1 luciferase reporter, MG132, 8 h; 100% = twice DMSO control signal;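 active means mean replicate activation of at least 50% with a set share of replicates each reaching 50%; inconclusive means only one of those two conditions met; inactive means mean below 50% and too few replicates reaching it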;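 further: 0% = median of the neutral control wells and 100% = twice that signal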
Platelet DG rel: platelet dense granule release activity; human platelet-rich plasma, SFLLRN dense granule ATP release, luminescence; inhibition, %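 (compounds screened at 7.5 µM in platelet-rich plasma)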; 300,000 compounds, 0.22% hits; AID 1663;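 active means mean replicate score, as percent of positive control, at or above 50; inconclusive means mean below 50 but at least one replicate at or above 50; inactive means mean and every replicate below 50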
KLF5 inhibitor: inhibitors of KLF5 expression; 290,000 compounds, 0.23% hits; inhibition, % at 5 µM; DLD-1 KLF5 promoter-luciferase reporter, luminescence; AID 1700;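 active means inhibition above a per-plate limit of that plate's mean compound inhibition plus 3 SD, cut at about 60% in these data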;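 further: 0% = DMSO wells and 100% = LY294002 at 200 µM; higher means less KLF5 promoter-driven luciferase light; inactives centre near -14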
HSF1 inhib: HSF1 inhibition | NIH3T3-HGL HSE-luciferase, MG132-induced, luminescence 8 h; hits give low values | activity change, negative = inhibition, % at 7.5 µM (by protocol) | 300,000 compounds, 0.77% hits | AID 2098;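 active means more than half of replicate wells show activity change below -50%, luminescence cut by over half; inconclusive means some wells, but at most half, below -50%; inactive means no replicate well below -50%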;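 further: luciferase reports HSF-1 transcriptional activity via heat shock element; 0% = median of DMSO wells and -100% = zero luminescence signal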
aSyn UTR inh: MLPCN primary screen, SNCA 5' untranslated region. alpha-synuclein 5'UTR reporter, inhibitor activity. inhibition, % (tested at 7.5 µM). 300,000 compounds, 0.82% hits. AID 1813; in the data active means inhibition above about 60%; inconclusive means no clear call, values can overlap the other calls;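 further: H4 neuroglioblastoma cells stably carrying SNCA 5'UTR luciferase fusion; 0% = DMSO wells and 100% = positive control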
HDAC3 inh: blocks human histone deacetylase 3; O15379; recombinant HDAC3, fluorogenic peptide/trypsin coupled, fluorescence; inhibition, % at 8.3 µM; 320,000 compounds, 0.15% hits; AID 2718; in the data active means inhibition above about 26%, passing the limit was not always enough; inconclusive means no clear call, values can overlap the other calls
Target sequence (O15379 whole entry, looked up): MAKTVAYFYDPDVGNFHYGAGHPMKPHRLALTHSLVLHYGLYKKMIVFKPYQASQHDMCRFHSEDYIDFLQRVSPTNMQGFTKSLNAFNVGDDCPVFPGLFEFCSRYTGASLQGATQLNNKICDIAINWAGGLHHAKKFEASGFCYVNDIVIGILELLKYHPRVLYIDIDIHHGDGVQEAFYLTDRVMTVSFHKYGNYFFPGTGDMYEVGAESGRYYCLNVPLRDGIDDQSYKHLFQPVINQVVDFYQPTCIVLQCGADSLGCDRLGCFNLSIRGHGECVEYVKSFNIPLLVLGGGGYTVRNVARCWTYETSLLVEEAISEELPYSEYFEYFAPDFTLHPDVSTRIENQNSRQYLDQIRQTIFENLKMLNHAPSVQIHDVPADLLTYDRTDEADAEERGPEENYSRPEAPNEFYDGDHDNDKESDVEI
IEC-6 cytotox: counter-screen for KLF5 inhibitors: cytotoxicity in IEC-6 cells; IEC-6 cytotoxicity, luminescence viability; inhibition, % at 5 µM; 290,000 compounds, 0.78% hits; in the data active means inhibition above about 22%;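 further: 0% = plate median of test compound wells and 100% = cytotoxic reference compound wells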
HIF act: HIF pathway transcriptional activation; U2OS HRE-luciferase reporter, luminescence; normalized: DMSO 0%, desferrioxamine 100%; activation, % at 7.5 µM (by protocol); 300,000 compounds, 0.32% hits;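 active means mean activation of at least 10% of the iron chelator positive control signal, with at least half of replicates also reaching 10%; inconclusive means mean and replicate majority disagree about reaching 10%; inactive means mean and most replicates under 10%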
HSP90 refold inh: inhibitors of HSP90 luciferase refolding in rabbit reticulocyte lysate; 290,000 compounds, 0.91% hits; luciferase refolding luminescence, 3 h; inhibition, % at 5.6 µM; AID 1789;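 active means inhibition above the screen-wide mean plus 3 SD, computed separately per campaign, cut at about 16% in these data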;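 further: 0% = DMSO wells and 100% = 60 µM geldanamycin wells; inhibitors lower the luminescence because luciferase stays unfolded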
AI-2 QS mod: modulates the Vibrio harveyi AI-2 quorum sensing system; Vibrio harveyi JMH597 AI-2 luminescence/OD600 ratio, 9 h; hits give low values; strain lacks LuxN and CqsS sensors; 0 = neutral-control median; activity change, % at 7.5 µM; 300,000 compounds, 0.4% hits; AID 2094; in the data active means activity change below about -75%, passing the limit was not always enough; inconclusive means no clear call, values can overlap the other calls;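 further: luminescence divided by OD600 gain over 9 h not by final OD600 alone; inactives centre near 13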
Active calls of the source: *; ? = inconclusive; . = not tested or not shown.

molecule	HSF1 activator	HDAC3 inh	KLF5 inhibitor	HIF act	Platelet DG rel	IEC-6 cytotox	HSF1 inhib	AI-2 QS mod	HSP90 refold inh	aSyn UTR inh
CCCC1(C(=O)OCC)NC(c2ccc(N(C)C)cc2)C2C(=O)N(c3ccc4c(c3)OCCO4)C(=O)C21 (stereo not drawn)	3	-2	-70	-0.1	9	0	0	18	-1	12
Cn1nc(C(=O)N2CCCC2)c2ccccc2c1=O	41	-1	-2	0.4	2	-1	5	9	-5	-12
O=C(O)C1=C[C@@H](c2csc3ccccc23)C[C@@H](OCc2ccc(CO)cc2)O1	-53	-2	4	2.2	1	3	-38	5	14	12
NCCCC[C@@H]1NC(=O)[C@H](CCC(=O)O)NC(=O)c2cc([N+](=O)[O-])cc(I)c2NCC[C@@H](C(N)=O)NC1=O	-2	16	-32	0.6	1	-2	-5	13	-3	17
COc1cc(NC(=O)CSc2nc(C3CC3)nc3ccccc23)cc(OC)c1	?	-4	5	0.3	-2	6	28	11	0	6
O=C1Nc2ccccc2/C1=C\c1cccn1-c1ccc(OC(F)(F)F)cc1	16	0	22	-0.3	-2	-5	3	29	3	44
O=C1C2Sc3[nH]c(=O)sc3C(c3ccccc3)C2C(=O)N1c1ccccc1 (stereo not drawn)	.	-14	-4	0.3	1	0	.	11	0	13
O=c1[nH]c(/C(=N\O)c2ccccc2)no1	-12	15	-51	0.7	-1	4	-12	22	6	-8
O=C(NCCCN1CCOCC1)C(=O)NCC1OCCCN1S(=O)(=O)c1cc(F)ccc1F (stereo not drawn)	-3	3	-25	-0.5	-32	2	-3	0	4	-5
C=CCSc1nc2ccccc2n1C(=O)/C=C/c1cc(OC)c(OC)c(OC)c1	-63	11	5	-0.1	2	4	-64*	-10	5	-172
O=C(NCc1ccc(F)cc1F)Nc1cnccc1C(F)(F)F	-4	-2	-45	1.9	-3	-2	-6	25	-3	1
CCCN(Cc1cc2ccc(C)cc2[nH]c1=O)C(=O)c1cccnc1	-2	-3	-22	-0.6	-3	-1	-7	25	3	17
COc1ccc(C(=O)NNC(=O)CCn2nnc(-c3ccc(Cl)cc3)n2)cc1OC	-6	-1	12	-0.5	-1	3	2	27	-1	-12
O=C(c1nnc(Cc2ccc(Cl)cc2)o1)N1CCOCC1	-49	-2	-1	-0.2	14	-2	-35	20	2	-9
CN(C)/C=C1/NC(=S)NC1=O	2	4	-15	0.4	23	5	3	15	2	-23
O=C(NNS(=O)(=O)Cc1ccccc1)c1ccc([N+](=O)[O-])cc1	-6	6	-13	-0.1	10	2	1	9	0	0
CCc1cccc(OCCCCNCCCOC)c1	8	-1	-29	0.1	1	2	-7	14	2	26
CCn1c(C)c(C(C)=O)c(N2CCC(C(N)=O)CC2)nc1=S	4	-8	-2	-0.1	-1	-6	2	6	-4	2
Cc1cc(NC(=O)CSc2ncnc3sccc23)no1	1	-1	5	0.1	-1	-3	-1	-16	0	1
CC1CN(CC(=O)Nc2nc3ccccc3s2)CC(C)O1 (stereo not drawn)	-1	-8	-24	0.5	-5	2	5	8	2	-18
COc1cc(CCC(=O)Nc2ncc(C)s2)cc(OC)c1OC	-3	7	-5	-0.7	7	2	-6	19	-7	13
CCOC(=O)c1cc(OCC(=O)NC(C)C(C)C)cc(C(=O)OCC)c1 (stereo not drawn)	8	-5	-31	-0.4	-3	-4	-1	2	-3	37
O=C(Nc1nnc(C2CC2)s1)c1ccc(Cl)c(S(=O)(=O)N2CCc3ccccc3C2)c1	2	1	-2	-2.0	-14	-10	-2	21	-2	-10
NC(=O)[C@H]1CC2(CC(c3cccc(NC(=O)COc4ccc(Cl)cc4)c3)=NO2)CN1C(=O)CC(c1ccccc1)c1ccccc1 (stereo partly drawn)	7	-14	.	-0.2	-5	.	-3	13	.	17
Cc1onc(C(=O)NN)c1C(=O)N1CCN(C(c2ccccc2)c2ccccc2)CC1	7	4	-6	0.3	1	-3	8	24	-1	-4
O=C(CSCc1cc(=O)n2nc(C3CC3)sc2n1)Nc1ccccc1Cl	1	-2	-18	0.1	-8	3	1	11	4	-23
O=C1c2ccccc2C(O)N1Cc1ccc2c(c1)OCO2 (stereo not drawn)	-9	4	-66	-0.4	-3	-4	6	49	1	19
Cc1cc(=O)oc2c(CN3CCN(CCO)CC3)c(O)ccc12	-5	-345	-25	0.9	-5	1	-9	-4	4	4
CC1CCN(S(=O)(=O)c2ccc(NC(=O)Cc3cccs3)cc2)CC1	1	1	-2	0.3	5	0	0	32	10	14
Cc1c(NC(=O)/C(C#N)=C/c2c(Oc3ccccc3)nc3ccccn3c2=O)c(=O)n(-c2ccccc2)n1C	-10	10	2	0.1	3	-6	-1	0	6	-2
Cc1nnc(SCC2=C(C(=O)O)N3C(=O)C(NC(=O)Cn4nc(C(F)F)c(Cl)c4C)C3SC2)s1 (stereo not drawn)	5	7	-8	-6.5	-13	0	8	-13	1	15
O=c1nc2c(O)cccn2c2c1c(=O)[nH]c1ccccc12	23	.	-3	-0.2	-6	-17	6	19	0	-66
CC1CN(C(=O)COc2ccc3ccccc3c2Br)CC(C)O1 (stereo not drawn)	47	5	-28	-0.1	2	0	6	10	-4	4
O=C(Nc1ccc(F)cc1)Nc1ccccc1NS(=O)(=O)c1cccs1	11	-1	-13	0.0	1	0	-10	8	0	0
CC1(C(=O)NC2CCCCCCC2)CCC(=O)N1CCN1CCOCC1 (stereo not drawn)	-5	3	-17	-0.3	-8	2	-6	17	0	22
CCN1C(=O)C(CC(=O)Nc2ccc(F)cc2)N(CCc2ccc(OC)cc2)C1=S (stereo not drawn)	16	20	0	0.1	2	4	15	36	1	-16
Cc1ccc(S(=O)(=O)Nc2ccccc2CNc2ncc(Br)cc2Br)cc1	8	7	-5	-0.2	3	-3	-2	34	-1	-32
CCCCNC(=O)CSc1nc2cc3c(cc2c(=O)n1CCCN(CC)CC)OCO3	7	-1	-10	-0.3	0	-5	0	18	3	-6
Nc1ccccc1Sc1c[nH]c2ccccc12	15	9	-60	0.8	-14	4	-2	-6	1	23
COc1ccc2c(c1OC)c(=O)n1c3ccc(OC(C)C(=O)NCCN4CCOCC4)cc3c3ccnc2c31 (stereo not drawn)	7	-36	-17	-0.5	12	4	-3	0	-2	-65
CC1CCN(c2nc(NCc3ccco3)nc(N)c2[N+](=O)[O-])CC1	-4	2	-29	-0.1	-7	-2	-4	15	-3	29
Cc1ccc(C(=O)CSC2=C(C#N)C(c3ccco3)CC(=O)N2)c(C)c1 (stereo not drawn)	11	5	-34	-0.3	-3	4	8	11	0	18
CCCn1c(SCC(=O)N2CCc3ccccc3C2)nc2c1c(=O)n(C)c(=O)n2C	-1	11	-10	735*	-6	-1	2	9	-3	-26
O=C(NCC1CCCO1)c1ccc2c(=O)n(-c3ccc(F)cc3)c(=S)[nH]c2c1 (stereo not drawn)	-7	-8	-15	-0.1	-2	-10	-5	6	-1	32
Cn1c(Cn2c(=O)sc3ccccc32)nnc1SCc1ccc(F)cc1	-6	-5	6	-0.1	11	-12	-2	22	-5	16
O=C(O)CC/C(=C\c1ccc(N2CCOCC2)c([N+](=O)[O-])c1)c1nc2ccccc2s1	3	.	-8	-5.7	14	0	-7	47	3	18
O=C(NCCS(=O)(=O)NCCCc1ccccc1)c1ccccc1	9	10	.	0.5	3	.	-3	4	.	-8
Cc1ccc(S(=O)(=O)N2CCOCC2)cc1C(=O)Nc1c(C)n(C)n(-c2ccccc2)c1=O	1	7	-30	-0.2	-3	-1	-3	31	-1	-7
Oc1ccccc1C1=NCCNC(C(F)(F)C(F)F)=C1	7	6	-13	-0.3	0	-2	-2	20	0	5
Cc1ccc2nc(SCC(=O)c3ccccc3)nc(=O)n2c1	30	1	.	?	1	.	20	12	.	-112
COC(=O)c1cn(CC(=O)NCc2cccs2)c2ccccc12	15	-5	-22	2.7	-5	-6	0	6	-4	-111
CN(C)CCCN(C(=O)CCSc1ccccc1)c1nc2cc3c(cc2s1)OCO3	-9	-2	1	-0.5	-5	-10	-14	9	57*	2
Cc1cccc(C)c1N1CCN(c2nc(N(C)C)oc(=O)c2C#N)CC1	-6	-1	26	-0.4	3	-3	2	21	3	15
COc1cc(/C=N/N=C(N)N)ccc1OCc1ccccc1Cl	55*	9	-22	0.4	-3	5	17	20	-1	-28
Cc1ccnn1CC(=O)N/N=C/c1ccc([N+](=O)[O-])s1	2	-3	-25	-0.1	0	-3	1	22	-1	-26
C=CCNC(=O)c1cc2nc(C3CC3)cc(C(F)F)n2n1	-3	2	-40	0.4	-6	-4	5	21	5	-27
CN(C)c1ccc(/C=C(\C#N)C(=O)NCc2ccco2)cc1	22	.	-38	4.5	3	-5	9	21	-1	-102
COc1ccc(NC(=O)Nc2cc3oc4ccccc4c3cc2OC)cc1	21	-12	-6	0.2	5	0	23	6	-3	-152
O=C(NCc1ccc(Cl)cc1)c1ccc(CNc2c(N3CCOCC3)c(=O)c2=O)cc1	15	2	-40	0.4	0	2	4	13	6	2
COc1ccc2nc(NC(=O)c3ccccc3F)sc2c1	41	-12	-11	-1.7	16	-1	29	12	18*	-27

Further structures follow.
molecule	HSF1 activator	HDAC3 inh	KLF5 inhibitor	HIF act	Platelet DG rel	IEC-6 cytotox	HSF1 inhib	AI-2 QS mod	HSP90 refold inh	aSyn UTR inh
COc1cc(CN2CCN(c3ncccn3)CC2)cc(OC)c1	7	-5	-22	-3.1	-2	-3	-4	5	0	12
Cc1cc(C(=O)CCl)c(C)n1Cc1ccco1	9	3	-25	1.8	-3	5	0	24	1	27
Cc1ccc2nc(/N=C(\N)NC(=O)NC3CCCCC3)nc(C)c2c1	4	3	2	2.1	-4	4	-3	32	6	-149
CCN(CC)CCN1C(=O)c2ccccc2NC1c1ccc(C)cc1 (stereo not drawn)	2	-21	-24	0.9	4	-4	5	0	1	-48
O=C(/C=C/c1ccccc1)Nc1nnc(-c2ccco2)o1	-1	11	3	-0.4	4	-2	-6	2	-1	-5
Cc1nc2c(ccc3nc(NC(=O)c4ccc5c(c4)OCCO5)sc32)s1	16	5	-112	2.1	4	3	8	43	-3	-117
O=c1[nH]c(CSc2nnc(-c3ccccc3)n2C2CCCCC2)nc2ccccc12	25	-5	-4	-0.4	1	-3	20	29	0	1
O=C(CCCCn1c(=O)c2ccccc2n(Cc2ccc(F)cc2)c1=O)NCc1ccco1	.	-2	-12	.	.	6	.	.	3	.
Nc1c2c(nc3sc4c(c13)CCCCC4)CCCCC2	-2	-1	-211	-1.5	-3	-1	-14	30	4	-38
O=C(Nc1nccs1)C1CC(=O)N(c2ccc(F)cc2)C1 (stereo not drawn)	-11	8	-17	0.3	5	-6	-4	32	-2	-9
CC(C)(C)n1nc2c(c1NC(=O)c1ccc(S(=O)(=O)N3CCCC3)cc1)CSC2	6	-8	-26	0.3	-5	5	-5	20	8	16

Screens: PubChem BioAssay, several laboratories
